Assay outcomes (PubChem)
Tau fibril ThT: blocks human tau fibril formation measured by thioflavin T. P10636. recombinant tau K18 P301L (four-repeat tau fragment), heparin-induced fibrillization, ThT fluorescence. Potency, µM (titrated, usually from 57.4 µM), for inactives: top-dose activity, negative = inhibition, most hits filed as inhibitors. 270,000 compounds, 2.1% hits. AID 1460; note: nearly all actives have a fitted effect of over 55% in size
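Recombinant human tau K18 fragment […] carrying P301L, 15 uM unlabeled plus 0.24 uM Alexa 594-labeled, was fibrillized with 20 uM heparin in 100 mM sodium acetate pH 7 for 6 hr at 37 C; 30 uM ThT fluorescence read after 1 hr.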
TRb SRC2 PPI: disrupts binding of human TR beta to SRC2 | TRbeta-SRC2 peptide binding, fluorescence polarization; receptor liganded with 1 µM T3 | 280,000 compounds, 0.065% hits | P10828 | Potency, µM (titrated, usually from 106 µM), inactives show at the highest dose activity change, negative = inhibition, most hits filed as inhibitors;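 note: plate controls were bound peptide for no effect and peptide without receptor for full effect; nearly all actives have a fitted effect of over 50% in size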
Target sequence (P10828 whole entry, looked up): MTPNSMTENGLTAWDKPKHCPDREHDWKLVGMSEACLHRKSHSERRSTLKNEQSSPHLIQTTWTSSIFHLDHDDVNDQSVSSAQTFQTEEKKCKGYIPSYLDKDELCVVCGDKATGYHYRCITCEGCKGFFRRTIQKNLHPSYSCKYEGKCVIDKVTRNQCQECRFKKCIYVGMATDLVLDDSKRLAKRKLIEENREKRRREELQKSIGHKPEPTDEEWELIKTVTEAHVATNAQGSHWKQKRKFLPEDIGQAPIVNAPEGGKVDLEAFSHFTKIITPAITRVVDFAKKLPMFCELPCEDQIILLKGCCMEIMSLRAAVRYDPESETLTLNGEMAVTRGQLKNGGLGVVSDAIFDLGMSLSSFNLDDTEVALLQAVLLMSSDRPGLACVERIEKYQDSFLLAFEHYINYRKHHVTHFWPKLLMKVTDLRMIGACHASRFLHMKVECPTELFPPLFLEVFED
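Human TRb LBD (0.6 uM) plus Texas Red-labeled SRC2 peptide (20 nM), 1uM T3, 5% DMSO, 5 hr at ambient temperature. Decreased polarization (555/632 nm) flags inhibition; data normalized to free and bound peptide controls.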
L3MBTL1 inh: L3MBTL1 (human) inhibition. Q9Y468. AlphaScreen L3MBTL1–H3K9me1 peptide binding. AID 485360. Potency, µM (doses to about 57.1 µM), for inactives: top-dose activity, negative = inhibition, most hits filed as inhibitors. 230,000 compounds, 0.66% hits; note: nearly all actives have a fitted effect of over 60% in size
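Read-out is AlphaScreen signal from streptavidin donor and nickel chelate acceptor beads (10 ug/mL final each) bridging L3MBTL1 (50 nM) and biotinylated K9-monomethylated H3(1-15) peptide (75 nM), after 30 min compound exposure at room temperature.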
KDM4E inh: JMJD2E (human) inhibition | B2RXH2 | JMJD2E catalytic domain, FDH-coupled NADH fluorescence (FDH is formaldehyde dehydrogenase) | Potency, µM (series often up to 57.1 µM), for the others: at the top dose activity change, negative = inhibition, actives largely listed as inhibitors | 230,000 compounds, 1.6% hits; active = well fitted inhibition curve with a large enough effect, not every such curve was filed as active; inconclusive = small, poorly fitted or top-dose-only effect, or another doubt; inactive = no such curve, though single readings can be large or run the other way;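 note: 0% = wells with enzyme and -100% = buffer wells without enzyme; nearly all actives have a fitted effect of over 50% in size; many of its hits are not listed in these tables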
Tau FP inhib: tau fibrillization inhibition (FP). P10636. K18 P301L tau heparin fibrillization, Alexa594 FP, 6 h. Potency, µM (doses to about 57.7 µM), inactives show top-dose activity, negative = inhibition, most hits filed as inhibitors. 280,000 compounds, 0.39% hits. AID 1468; note: nearly all actives have a fitted effect of over 55% in size
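Recombinant K18 P301L […], labeled with Alexa 594 at 0.24 uM over 15 uM unlabeled; heparin inducer 20 uM final; 37 C, 6 hr; FP endpoint.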
RGS12 GoLoco inh: RGS12 GoLoco-Gai1 interaction inhibition | P63096 | Gai1:RGS12 GoLoco peptide FP, rhodamine, 10 min | Potency, µM (highest dose often 61.6 µM), for the others: at the top dose activity, negative = inhibition, actives largely listed as inhibitors | 230,000 compounds, 0.44% hits | AID 880; active = well fitted inhibition curve with a large enough effect, not every such curve was filed as active; inactive = no such curve, though single readings can be large or run the other way; note: nearly all actives have a fitted effect of over 30% in size; many of its hits are not listed in these tables
TR SRC2 fluor cs: alters Texas Red total fluorescence, flagging assay interference. TRb/SRC2 Texas Red total fluorescence interference. Potency, µM (titrated, usually from 106 µM), without a hit: at the top dose fluorescence change, negative = quenching. 280,000 compounds, 0.29% hits. AID 1479; active = well fitted curve in either direction with a large enough effect; inconclusive = small, poorly fitted or top-dose-only effect
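Human TRb ligand-binding domain at 0.6 uM with 20 nM Texas Red SRC2 peptide in Tris buffer containing 1 uM T3 and 5% DMSO, incubated with compound 5 h at ambient temperature. Total fluorescence (555/632 nm) calculated as parallel + 2 × perpendicular.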
RECQ1 inh: blocks DNA unwinding by human RECQ1; Potency, µM (doses to about 57.3 µM), without a hit: top-dose activity, negative = inhibition, hits mostly inhibitors; RECQ1 DNA unwinding, red fluorescence kinetic read; AID 2549; P46063; 240,000 compounds, 0.54% hits;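 note: plate controls were vehicle for no effect and no enzyme for full effect; nearly all actives have a fitted effect of over 30% in size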
Target sequence (P46063 whole entry, looked up): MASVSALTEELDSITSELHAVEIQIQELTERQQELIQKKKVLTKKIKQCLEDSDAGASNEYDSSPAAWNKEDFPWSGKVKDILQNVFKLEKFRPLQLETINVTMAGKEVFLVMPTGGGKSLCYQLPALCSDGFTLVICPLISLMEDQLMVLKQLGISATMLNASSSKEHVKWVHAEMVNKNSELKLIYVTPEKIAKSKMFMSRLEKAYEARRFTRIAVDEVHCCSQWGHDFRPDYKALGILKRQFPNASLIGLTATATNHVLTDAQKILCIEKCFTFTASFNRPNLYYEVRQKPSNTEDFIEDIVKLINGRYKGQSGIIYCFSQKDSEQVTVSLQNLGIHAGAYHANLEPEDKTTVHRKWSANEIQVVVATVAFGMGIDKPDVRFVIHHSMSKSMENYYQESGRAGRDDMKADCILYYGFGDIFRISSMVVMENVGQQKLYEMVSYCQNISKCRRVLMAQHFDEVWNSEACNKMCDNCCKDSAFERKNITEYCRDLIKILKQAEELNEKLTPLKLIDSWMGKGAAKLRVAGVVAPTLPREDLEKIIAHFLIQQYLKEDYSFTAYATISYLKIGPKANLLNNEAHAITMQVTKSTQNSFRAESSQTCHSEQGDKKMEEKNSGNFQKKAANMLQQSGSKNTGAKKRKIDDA
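RECQ1T1 50 nM; forked duplex (20 bp + 30-nt ss tails) 200 nM, ATP 2 mM final; pH 8.0, 2 mM MgCl2, 2.5 ug/ml poly(dI-dC); 15 min compound preincubation; discontinuous kinetic read over 2 h at RT.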
Starred values were filed as active, the others as inactive; i = inactive; ? = inconclusive; / = not tested or not shown; [ ] = dose if it differs, or a comment. Unless noted, calls come from the whole dose curve; as a rule, active = well fitted curve in the direction sought with a large enough effect; inconclusive = small, poorly fitted or top-dose-only effect, or another doubt; inactive = no such curve, though single readings can be large; an effect the other way counts as inactive or inconclusive. Unless noted, % is set by controls: 0 for no effect and ±100 for the full control effect; potency is the fitted concentration of half-maximal effect. Only part of the results is shown (hit frequency here may not be typical).

1) O=C(OCC(=O)N(C1CCCCC1)C1CCCCC1)c1cnccn1
2) CC(C)=C1SC(N2CCN(c3cccc(C)c3)CC2)=NC1=O
3) COc1ccc(NC(C)=O)cc1S(=O)(=O)N1CCN(C/C=C/c2ccccc2)CC1
4) O=C(COC(=O)/C=C/c1ccc(S(=O)(=O)N2CCCCCC2)cc1)NCc1ccccc1Cl
5) Cc1ccc(Cl)cc1N(C)C(=O)c1noc2c1CCCCC2
6) CO/C(N)=C(\C#N)N=Cc1ccccc1Cl
7) O=C(Nc1ccccc1)Nc1ccc(Cl)c([N+](=O)[O-])c1
8) CC(=O)OC1CC2C(C)(C)C(=O)CC[C@]2(C)C2CC[C@@]3(C)C(c4ccoc4)OC(=O)C4OC43[C@]12C (stereo not given in full)

Compound	1	2	3	4	5	6	7	8
Tau fibril ThT	-5%	?	-5%	6%	-6%	-16%	?	-7%
TRb SRC2 PPI	3%	-15%	0%	-5%	-4%	-2%	-7%	4%
L3MBTL1 inh	2%	/	1%	12%	/	11%	-13%	/
KDM4E inh	5%	11%	1%	5%	/	?	-4%	5%
Tau FP inhib	-1%	-4%	-2%	-4%	-7%	14%	?	-3%
RGS12 GoLoco inh	-1%	2%	8%	7%	/	10%	-4%	-3%
TR SRC2 fluor cs	2%	-1%	-2%	1%	-3%	-4%	1%	1%
RECQ1 inh	-7%	-10%	-14%	6%	/	-3%	3%	-10%

9) CCN1C(=O)NC2C1N(S(C)(=O)=O)CCN2S(C)(=O)=O (stereo not given)
10) OC1(c2cccs2)CN(c2ccc(Cl)cc2)C2=[N+]1CCCS2 (stereo not given)
11) CN(c1ccccc1)S(=O)(=O)c1cc(C(=O)OCC(N)=O)ccc1Cl
12) COCCN(C(=O)Cn1nnc2ccccc21)C(C(=O)NC1CCCCC1)c1ccc(OC)cc1OC (stereo not given)
13) Cc1oc2c(C)c(O)ccc2c(=O)c1-c1cnn(-c2ccccc2)c1
14) O=C(O)CCN1C(=O)c2ccc(NC(=O)c3cccs3)cc2C1=O
15) CS(=O)(=O)N(CC(=O)NCCC1=CCCCC1)c1ccc2c(c1)OCO2
16) Cc1nc2cc(NC(=O)c3ccc(N4C(=O)CCC4=O)cc3)ccc2s1

Compound	9	10	11	12	13	14	15	16
Tau fibril ThT	-9%	0%	-1%	-13%	?	-1%	0%	-13%
TRb SRC2 PPI	9%	1%	-2%	1%	-10%	2%	-17%	-2%
L3MBTL1 inh	8%	6%	-1%	-5%	15%	/	/	0%
KDM4E inh	1%	0%	-10%	12%	1%	?	-7%	8%
Tau FP inhib	1%	0%	-4%	7%	-1%	2%	1%	-9%
RGS12 GoLoco inh	5%	-3%	4%	-5%	9%	8%	11%	7%
TR SRC2 fluor cs	0%	1%	-4%	-2%	-2%	-4%	-1%	-2%
RECQ1 inh	-1%	13%	-1%	i	-2%	i	i	-5%

17) CC(Sc1nc(-c2ccco2)nc2c1c(=O)n(C)c(=O)n2C)C(=O)O (stereo not given)
18) Cc1ncc(CN2CCCC(CCC(=O)NCc3ccc(F)c(F)c3)C2)s1 (stereo not given)
19) Cc1c(Cl)ccc2sc(N3CCN(C(=O)c4ccco4)CC3)nc12
20) COc1ccc(Cl)cc1N1C(=O)C2CCCN2C1c1ccccc1F (stereo not given)
21) O=c1c2oc3ccccc3c2n(Cc2cccc(C(F)(F)F)c2)c(=O)n1Cc1ccc2c(c1)OCO2
22) O=C(Nc1nnc(SCc2ccc(F)cc2)s1)C1CC(=O)N(Cc2ccccc2)C1 (stereo not given)
23) C=CCNc1nc(Nc2ccc([N+](=O)[O-])cc2)nc(N2CCCC2)n1
24) COc1c(F)c(F)c(C(=O)Nc2ccccc2N2CCN(C(C)=O)CC2)c(F)c1F

Compound	17	18	19	20	21	22	23	24
Tau fibril ThT	-13%	3%	?	?	4%	1%	?	-11%
TRb SRC2 PPI	1%	7%	-4%	2%	9%	3%	-1%	5%
L3MBTL1 inh	-5%	4%	/	/	/	5%	/	/
KDM4E inh	-27%	-5%	/	10%	/	4%	-4%	8%
Tau FP inhib	-6%	8%	0%	-2%	-17%	15%	-14%	6%
RGS12 GoLoco inh	-1%	13%	/	-11%	/	27%	5%	15%
TR SRC2 fluor cs	-4%	-2%	-7%	1%	0%	1%	-2%	1%
RECQ1 inh	5%	2%	/	-6%	/	-10%	i	-1%

25) Cc1cc(Oc2nc3c(C)cccn3c(=O)c2/C=C(\C#N)S(=O)(=O)c2ccc(Cl)cc2)ccc1Cl
26) COc1ccc(N(CC(=O)N/N=C/c2cccs2)S(=O)(=O)c2ccccc2)cc1
27) C/C(=C\c1ccco1)C1C(C#N)=C(N)Oc2n[nH]c(-c3ccc(C)cc3)c21 (stereo not given)
28) CC1(c2nnc(-c3ccncc3)o2)CC(c2c(Cl)cccc2Cl)=NO1 (stereo not given)
29) O=C1NC(c2ccncc2)C(C(=O)c2cccs2)C(O)(C(F)(F)F)N1 (stereo not given)
30) COc1ccc(NC2=C3CC(C)CC=C3N(c3ccc(OC)cc3)C2=O)cc1 (stereo not given)
31) Cc1noc(C)c1C(=O)NC(C)C12CC3CC(CC(C3)C1)C2 (stereo not given)
32) Cc1ccc(S(=O)(=O)N(C)c2c(C)ccc(S(N)(=O)=O)c2C)cc1

Compound	25	26	27	28	29	30	31	32
Tau fibril ThT	?	9%	-14%	-9%	3%	?	-2%	-6%
TRb SRC2 PPI	0%	-3%	1%	3%	-15%	-1%	-6%	-1%
L3MBTL1 inh	11%	-5%	-3%	/	7%	/	-11%	2%
KDM4E inh	17%	-1%	2%	-13%	2%	-15%	1%	-16%
Tau FP inhib	10%	-2%	-10%	6%	-4%	-1%	-7%	3%
RGS12 GoLoco inh	10%	2%	-8%	2%	6%	-2%	6%	2%
TR SRC2 fluor cs	-1%	0%	0%	-3%	2%	-5%	0%	-3%
RECQ1 inh	1%	i	-2%	i	-11%	0%	-2%	i

An excerpt from further up, for reference:
7) O=C(Nc1ccccc1)Nc1ccc(Cl)c([N+](=O)[O-])c1
8) CC(=O)OC1CC2C(C)(C)C(=O)CC[C@]2(C)C2CC[C@@]3(C)C(c4ccoc4)OC(=O)C4OC43[C@]12C (stereo not given in full)
9) CCN1C(=O)NC2C1N(S(C)(=O)=O)CCN2S(C)(=O)=O (stereo not given)

Compound	7	8	9
Tau fibril ThT	?	-7%	-9%
TRb SRC2 PPI	-7%	4%	9%
L3MBTL1 inh	-13%	/	8%
KDM4E inh	-4%	5%	1%
Tau FP inhib	?	-3%	1%
RGS12 GoLoco inh	-4%	-3%	5%
TR SRC2 fluor cs	1%	1%	0%
RECQ1 inh	3%	-10%	-1%

Next entries
33) COC(=O)c1cccc(NC(=O)c2cccnc2)c1
34) CCCN(CCC)c1nc(N)nc(-c2cc(Cl)ccc2OC)n1
35) CCOCCCNS(=O)(=O)c1ccc(NC(=O)CN2C(=O)c3ccccc3C2=O)cc1
36) CCC(=O)C1=C(c2ccc(OC)c(OC)c2)N(C(=O)CC)n2c(CC)nnc2S1
37) CCOc1ccccc1-n1c(C)cc(C=O)c1C
38) CNC(=S)NNC(=O)c1cccn(Cc2ccc(Cl)cc2Cl)c1=O
39) Cc1ccccc1Cn1c(CCCNC(=O)C2CCCCC2)nc2ccccc21
40) CCCC/C(O)=C1\C(=O)CC(C)(C)CC1=Nc1ccccc1OC

Compound	33	34	35	36	37	38	39	40
Tau fibril ThT	-9%	-10%	-5%	?	-6%	-8%	-13%	-13%
TRb SRC2 PPI	4%	6%	8%	-6%	-5%	4%	-6%	-13%
L3MBTL1 inh	-1%	?	-4%	/	-7%	-4%	/	/
KDM4E inh	7%	-4%	-29%	/	-4%	?	/	-3%
Tau FP inhib	0%	1%	-9%	?	-1%	-4%	-2%	-3%
RGS12 GoLoco inh	57%[activator]	-3%	-6%	/	10%	10%	/	8%
TR SRC2 fluor cs	1%	-1%	-5%	-3%	-2%	-4%	-1%	1%
RECQ1 inh	-9%	i	i	/	i	i	/	-9%

41) CCOc1ccc(C2SCC(=O)N2c2c(C)n(C)n(-c3ccccc3)c2=O)cc1 (stereo not given)
42) O=C(CNC(=O)c1ccncc1)N/N=C/c1ccc(O)cc1O
43) Cc1ccc(CNC(=O)C2CCCN(S(=O)(=O)c3cccc4nsnc34)C2)cc1 (stereo not given)
44) CCc1nc(C)ccc1OCC(=O)N1CCc2c([nH]c3ccccc23)C1c1ccccn1 (stereo not given)
45) O=c1c(Cc2c(F)cccc2Cl)c(O)ccn1C1CCCCCC1
46) Cc1ccc(NC(=O)CCS(=O)(=O)c2cccc3nonc23)cc1
47) C=CCNc1ncnc2c1[nH]c1ccccc12
48) CN(C)c1ccc(C2C3CCCc4ccccc4C3=NN2C)cc1 (stereo not given)

Compound	41	42	43	44	45	46	47	48
Tau fibril ThT	1%	2%	3%	0%	-11%	-4%	-6%	?
TRb SRC2 PPI	-12%	-2%	-1%	9%	-6%	2%	3%	5%
L3MBTL1 inh	0%	-29%	/	-5%	-8%[11.4 µM]	0%	-4%	?
KDM4E inh	-4%	20µM*	/	1%	-3%	1%	?	?
Tau FP inhib	4%	-3%	-12%	-3%[2.34 µM]	-10%	8%	9%	8%
RGS12 GoLoco inh	/	12%	/	11%	7%	16%	/	1%
TR SRC2 fluor cs	-1%	-5%	0%	-9%	-6%	4%	-1%	-2%
RECQ1 inh	-5%	-5%	/	-7%	i	-6%	-2%	-2%

Some entries already given, reduced to Tau fibril ThT:
cpd | Compound | Tau fibril ThT
45 | O=c1c(Cc2c(F)cccc2Cl)c(O)ccn1C1CCCCCC1 | -11%
41 | CCOc1ccc(C2SCC(=O)N2c2c(C)n(C)n(-c3ccccc3)c2=O)cc1 (stereo not given) | 1%
44 | CCc1nc(C)ccc1OCC(=O)N1CCc2c([nH]c3ccccc23)C1c1ccccn1 (stereo not given) | 0%
